Compound activity: PubChem BioAssay, Fisher Drug Discovery Resource Center
mcGAS inh = inhibitors of mouse cGAS | 160,000 compounds, 0.15% hits | recombinant cGAS, Kinase-Glo ATP depletion luminescence | inhibition, % at 12.5 µM | Q8C6L5;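 also: 0% = negative control wells and 100% = reference inhibitor with no enzyme activity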
hcGAS inh = inhibitors of human cGAS; Q8N884; recombinant h-cGAS, ATP depletion, Kinase-Glo luminescence; inhibition, % at 12.5 µM; 290,000 compounds, 0.081% hits; AID 1259398;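 also: 0% = vehicle reaction and 100% = reaction without DNA for no activity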
Target sequence (Q8N884 whole entry, looked up): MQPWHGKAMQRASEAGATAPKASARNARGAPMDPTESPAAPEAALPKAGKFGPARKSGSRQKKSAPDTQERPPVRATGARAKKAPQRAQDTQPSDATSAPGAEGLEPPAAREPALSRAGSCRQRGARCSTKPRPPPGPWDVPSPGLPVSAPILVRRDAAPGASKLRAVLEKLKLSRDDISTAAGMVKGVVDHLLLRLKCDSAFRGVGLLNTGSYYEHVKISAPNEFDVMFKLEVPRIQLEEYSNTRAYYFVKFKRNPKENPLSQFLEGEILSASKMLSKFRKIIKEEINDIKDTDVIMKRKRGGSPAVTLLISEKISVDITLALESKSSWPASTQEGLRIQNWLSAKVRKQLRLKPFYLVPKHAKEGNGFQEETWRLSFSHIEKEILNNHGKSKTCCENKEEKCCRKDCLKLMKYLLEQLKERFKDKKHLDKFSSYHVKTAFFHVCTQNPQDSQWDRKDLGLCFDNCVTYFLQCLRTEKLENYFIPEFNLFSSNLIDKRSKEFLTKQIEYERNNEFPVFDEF
NPYLR7 ag = activates Aedes aegypti NPYLR7 receptor. HEK293T NPYLR7/Galpha15, GCaMP6s calcium fluorescence. activation, % at 10 µM. 270,000 compounds, 0.15% hits. AID 1259423; in the data active = activation above about 40%;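 also: 0% = vehicle and 100% = reference agonist at the receptor; some compounds past the cut are filed as inactive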
* = called active by the depositor; & = joins results of further samples. Rule as the data show it, unless noted: active = inhibition above about 40%; inactive = the rest.

Start of the data: the first 4 entries, to show the layout:
CCCNC(=O)c1cnn2c1NC(c1ccc3c(c1)OCO3)CC2C(F)(F)F (stereo not drawn) was read as mcGAS inh -6, hcGAS inh -5 and NPYLR7 ag 1.
`N#Cc1c2c(n(-c3ccccc3)c1NC(=O)CCl)CCCC2` gave mcGAS inh 2, hcGAS inh 7 and NPYLR7 ag -4.
C=CCC(C)(C)CN(C)Cc1ncc[nH]1 was read as hcGAS inh -5 and NPYLR7 ag 0.
Cc1oc(-c2ccccc2)nc1CN1CCCC(O)(C(F)(F)F)C1 (stereo not drawn) was read as mcGAS inh -16, hcGAS inh -2&-9 and NPYLR7 ag 0&-2.

All compounds of this part, from the start:
CCCNC(=O)c1cnn2c1NC(c1ccc3c(c1)OCO3)CC2C(F)(F)F (stereo not drawn) was read as mcGAS inh -6, hcGAS inh -5 and NPYLR7 ag 1.
`N#Cc1c2c(n(-c3ccccc3)c1NC(=O)CCl)CCCC2` gave mcGAS inh 2, hcGAS inh 7 and NPYLR7 ag -4.
C=CCC(C)(C)CN(C)Cc1ncc[nH]1 was read as hcGAS inh -5 and NPYLR7 ag 0.
Cc1oc(-c2ccccc2)nc1CN1CCCC(O)(C(F)(F)F)C1 (stereo not drawn) was read as mcGAS inh -16, hcGAS inh -2&-9 and NPYLR7 ag 0&-2.
`CN(Cc1nccs1)c1ccc(-c2nc(-c3ccccc3F)no2)cn1` gave mcGAS inh -14, hcGAS inh -10 and NPYLR7 ag 15.
Screening Cc1cc(NCCC(C)C)n2nc(C)c(-c3ccc(Cl)cc3)c2n1 returned mcGAS inh -6, hcGAS inh -1 and NPYLR7 ag 1.
`COCCNC(=O)[C@H]1C[C@@H](O)[C@H](O)[C@@H]2N=C(Nc3cccc(C(F)(F)F)c3)S[C@@H]21` gave mcGAS inh -8, hcGAS inh -5 and NPYLR7 ag -8.
For Cc1ccc(-c2ccc(-c3nnco3)cc2)c(-n2cccn2)c1 the results were hcGAS inh -5 and NPYLR7 ag -4.
For CCCCCCCC(=O)N(CC(=O)Nc1cc(C(C)(C)C)nn1-c1ccc(C)cc1)Cc1ccccc1 the results were mcGAS inh -4, hcGAS inh -4 and NPYLR7 ag 8.
CC(=NNC(=O)c1ccc(Cl)cc1)C1CC1 was read as mcGAS inh -8, hcGAS inh -4 and NPYLR7 ag 2.
Cc1cccc(Cn2c(C(=O)NC3CC4CCC3C4)cc3ccoc32)c1 (stereo not drawn) was read as mcGAS inh -1, hcGAS inh 0 and NPYLR7 ag -3.
`Cc1ccc(C)c(OCC(=O)N2CCN(S(=O)(=O)c3ccc(F)cc3)CC2)c1` gave hcGAS inh 7 and NPYLR7 ag -12.
COC(=O)C1=C(C)N(C2CCS(=O)(=O)C2)C(=O)NC1c1ccc(Cl)cc1Cl (stereo not drawn) was read as mcGAS inh -8, hcGAS inh -6 and NPYLR7 ag 12.
`Cc1nc2sccn2c1CN1CCCC(C(=O)Nc2ccc(-c3ccco3)cc2)C1` (stereo not drawn) gave mcGAS inh -9, hcGAS inh -5 and NPYLR7 ag 5.
For CCCc1c(C)nn(-c2ccc(C(=O)NC3CCN(Cc4ccccc4)C3)cc2)c1C (stereo not drawn) the results were mcGAS inh -6, hcGAS inh -5 and NPYLR7 ag -7.
For CC(C)C1=Nc2nnnn2C(c2ccc(Br)cc2)C1C (stereo not drawn) the results were mcGAS inh -4, hcGAS inh -6&10&-6 and NPYLR7 ag -7&-3&4.
Screening COC(=O)c1cc(C(C)C)nc2c1c(-c1ccc(F)cc1)nn2C1CCS(=O)(=O)C1 (stereo not drawn) returned hcGAS inh -8 and NPYLR7 ag 11.
For CNS(=O)(=O)c1cc(C(=O)NC2CC2C2CCCCC2)c(C)o1 (stereo not drawn) the results were hcGAS inh -10 and NPYLR7 ag -1.
`Cc1cc(C)cc(N=C2NC(=O)/C(=C/c3ccccc3C)S2)c1` gave mcGAS inh -5, hcGAS inh -4 and NPYLR7 ag -7.
O=C(NC1CCS(=O)(=O)C1)c1ccccc1-c1ccc(Cn2cccn2)cc1 (stereo not drawn) was read as mcGAS inh -17, hcGAS inh -7 and NPYLR7 ag 5.

Looked up one by one from above (2):
For CCCCCCCC(=O)N(CC(=O)Nc1cc(C(C)(C)C)nn1-c1ccc(C)cc1)Cc1ccccc1 the results were mcGAS inh -4, hcGAS inh -4 and NPYLR7 ag 8.
CCCNC(=O)c1cnn2c1NC(c1ccc3c(c1)OCO3)CC2C(F)(F)F (stereo not drawn) was read as mcGAS inh -6, hcGAS inh -5 and NPYLR7 ag 1.

Three neighbouring entries already listed:
For CNS(=O)(=O)c1cc(C(=O)NC2CC2C2CCCCC2)c(C)o1 (stereo not drawn) the results were hcGAS inh -10 and NPYLR7 ag -1.
`Cc1cc(C)cc(N=C2NC(=O)/C(=C/c3ccccc3C)S2)c1` gave mcGAS inh -5, hcGAS inh -4 and NPYLR7 ag -7.
O=C(NC1CCS(=O)(=O)C1)c1ccccc1-c1ccc(Cn2cccn2)cc1 (stereo not drawn) was read as mcGAS inh -17, hcGAS inh -7 and NPYLR7 ag 5.

The list continues:
Screening CC(Sc1nnc(COc2ccc(Cl)cc2)n1C)C(N)=O (stereo not drawn) returned hcGAS inh -6 and NPYLR7 ag -1.
`Oc1ccc(O)c(CN2CCCn3cccc3C2c2cccc(F)c2F)c1` (stereo not drawn) gave hcGAS inh 7 and NPYLR7 ag 3.
Screening CS(=O)(=O)CC(=O)N(Cc1ccccc1)CC1CCC1 returned hcGAS inh -6 and NPYLR7 ag 15.
Screening CCn1nc(C(=O)N2CCN(c3ccccc3)CC2)c2c1CCN(C(=O)c1csc(SC)n1)C2 returned mcGAS inh -7, hcGAS inh -22 and NPYLR7 ag 17.
`COc1cccc(Cn2cccc2CN(Cc2cccc(F)c2)CC(C)C)c1` gave mcGAS inh -4, hcGAS inh -3 and NPYLR7 ag 0.
Cc1cccn2c(=O)nc(SCc3ccc(Cl)cc3Cl)nc12 was read as hcGAS inh -8 and NPYLR7 ag 7.
Screening O=S(=O)(Nc1ccc2ccccc2c1)c1ccc(F)c(F)c1F returned mcGAS inh -8, hcGAS inh -4 and NPYLR7 ag 7.
Screening CN(Cc1cscn1)CC1CC(=O)N(C(C)(C)C)C1 (stereo not drawn) returned mcGAS inh -6 and hcGAS inh -11.
For Cc1cc(C)n2nc(SCc3cn4cccc(C)c4n3)nc2n1 the results were hcGAS inh -8 and NPYLR7 ag -4.
For Cc1nn(C)c(Cl)c1CN1CCC2(CC1)Nc1ccccc1C(=O)N2C1CCCC1 the results were hcGAS inh -8 and NPYLR7 ag -1.
O=C(Cn1nnc(-c2ccccc2)n1)Nc1c(F)cccc1F was read as mcGAS inh 5, hcGAS inh 3 and NPYLR7 ag 7.
For CCNC(=S)N(Cc1c(-c2ccccc2F)noc1N1CCOCC1)CC1CCCO1 (stereo not drawn) the results were mcGAS inh 0, hcGAS inh 3 and NPYLR7 ag -3.
CCOCCCC(=O)N1CCC(C(O)c2ccc(F)cc2)CC1 (stereo not drawn) was read as hcGAS inh -6 and NPYLR7 ag 6.
For COc1ccc(CC(=O)N(CC(=O)N2CCc3sccc3C2c2ccc(Cl)cc2Cl)Cc2ccco2)cc1 (stereo not drawn) the results were mcGAS inh -7, hcGAS inh 0 and NPYLR7 ag 2.
Screening CC1(C)O[C@@H]2C[C@@](OCc3ccc(F)cc3)(C(=O)NC3CC3)CC(OCc3ccc(C#N)cc3)[C@@H]2O1 (stereo partly drawn) returned mcGAS inh -6, hcGAS inh -7 and NPYLR7 ag 29.
For CC(NC(=O)Nc1ccc(F)cc1F)c1nnc(SCc2ccc(F)cc2)n1-c1ccc([N+](=O)[O-])cc1 (stereo not drawn) the results were mcGAS inh 1, hcGAS inh 1 and NPYLR7 ag -11.
NC(=O)c1cccc(Nc2nc(C(N)COCc3ccccc3)cs2)n1 (stereo not drawn) was read as hcGAS inh -3 and NPYLR7 ag 12.
CC(=O)N1CCC2(CC1)OCc1cc(-c3ccc(CO)cc3)ccc1O2 was read as mcGAS inh -4, hcGAS inh -8 and NPYLR7 ag -5.
`COc1ccc(-c2cnc3c(Nc4cccc(OC(F)(F)C(F)F)c4)nccn23)cc1OC` gave mcGAS inh -2, hcGAS inh -8 and NPYLR7 ag -3.
Screening CC1CCC(O)(CSc2nnc(-c3ccncc3)n2C2CC2)CC1 (stereo not drawn) returned hcGAS inh 1 and NPYLR7 ag -4.
Screening COc1ccc(-c2ccc(N3CCN(C(=O)C4CCCC4)CC3)nn2)cc1OC returned mcGAS inh -9 and hcGAS inh -4.
Screening CC(C)(C)C(=O)NC(Cc1ccccc1)C(=O)Nc1nnc(-c2ccc(F)cc2)s1 (stereo not drawn) returned mcGAS inh -6, hcGAS inh -5 and NPYLR7 ag 30.
Screening COc1ncccc1-c1cc(C(C)=O)ccc1N1CCOCC1 returned mcGAS inh -17, hcGAS inh 3 and NPYLR7 ag 17.
Screening CCCCCCn1c(N2CCCC2)nc2c1c(=O)[nH]c(=O)n2C returned mcGAS inh 0, hcGAS inh 6 and NPYLR7 ag -15.
O=S(=O)(Nc1ccc(-c2ccc3nnc(-c4ccccn4)n3n2)cc1)c1ccccc1 was read as mcGAS inh -8, hcGAS inh -5 and NPYLR7 ag -17.
Screening COC(=O)[C@H](Cc1ccc(OC)cc1)NC(=O)[C@@H]1CN(S(C)(=O)=O)CCN1C(C)=O returned mcGAS inh -6, hcGAS inh -5 and NPYLR7 ag 14.
CCOC(=O)c1ccc2c(c1)nc(SCc1cc(F)ccc1C)n2CCc1ccc(OC)cc1 was read as mcGAS inh -7, hcGAS inh -4 and NPYLR7 ag 3.
`Cc1ccc2c(c1)NC(c1ccccc1)C1C(=O)CC(C)(C)CC1=N2` (stereo not drawn) gave mcGAS inh -1, hcGAS inh -1 and NPYLR7 ag 3.
Screening Cc1[nH]n(-c2nc(-c3cccc([N+](=O)[O-])c3)cs2)c(=O)c1N=Nc1ccccc1Br returned mcGAS inh -5, hcGAS inh -1 and NPYLR7 ag -6.
CCCc1c(C(=O)Nc2cc(-c3onc4c3CCc3cc(OC)ccc3-4)ccc2C)cnn1-c1ccccc1 was read as mcGAS inh 1, hcGAS inh 4 and NPYLR7 ag 5.
`O=c1c2c3c(sc2nc2c4ccccc4c(N4CCOCC4)nn12)CCC3` gave mcGAS inh -8, hcGAS inh -7 and NPYLR7 ag 19.
Screening Fc1ccc(Nc2nc3nonc3nc2Nc2ccc(F)cc2)cc1 returned mcGAS inh -5, hcGAS inh -4 and NPYLR7 ag 8.
For O=C(Nc1ccc(F)cc1)c1csc(COc2cccc(C(F)(F)F)c2)n1 the results were mcGAS inh -4, hcGAS inh -4 and NPYLR7 ag 4.
`COCCNC(=O)c1coc(CN(Cc2cccc(C(F)(F)F)c2)Cc2sccc2C)n1` gave mcGAS inh 2, hcGAS inh 2 and NPYLR7 ag -8.
Cc1cnn(CC2CCCN2CCn2cncn2)c1 (stereo not drawn) was read as hcGAS inh -9 and NPYLR7 ag 2.
Screening O=C1OC(c2ccccc2Br)=NC1=Cc1ccco1 returned mcGAS inh 1, hcGAS inh 6 and NPYLR7 ag 2.
Screening FC(F)(Cl)C(F)(F)Cl returned hcGAS inh 3 and NPYLR7 ag 2.
For COc1cccc2c1nc(N)n[n+]2[O-] the results were hcGAS inh 0 and NPYLR7 ag 14.
For NCc1ccsc1-c1ccccc1 the results were hcGAS inh -5 and NPYLR7 ag 9.
